DRD3 antagonist = blocks the human D3 dopamine receptor. AID 652054. max response, negative = inhibition, %. 360,000 compounds, 2.5% hits. D3R cells, DiscoveRx beta-arrestin luminescence, antagonist mode; hits give low values; in the data active = max response below about -50%; inconclusive = no clear call, values can overlap the other calls; also: % is scaled to controls: 0 for no effect and ±100 for the full control effect; mostly tested at two doses, the higher about 12 µM
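Cells plated overnight at 1500 cells/well, then exposed to library compounds with dopamine controls for 90 minutes at 37 degrees C. DiscoveRx reagent added for 30–60 minutes at room temperature; luminescence read, quantitative HTS format.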
Akt phos inh = Akt phosphorylation inhibition. Neuro2A IGF-stimulated pAkt S473 HTRF, 20 min; hits give low values. activity change, % for hits at 50 µM. 360,000 compounds, 0.32% hits; in the data active = activity change below about -80%; inconclusive = mostly about -51% to -80%; also: % is scaled to controls: 0 for no effect and ±100 for the full control effect
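Single-point screen (50 µM final compound) in Neuro2A cells stimulated 20 min with 6 nM IGF at 37 deg C. After lysis, Ser473-phosphorylated Akt read by HTRF (ex 330 nm, em 615/665 nm) as the 665/615 ratio.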
GLP-1R inv ag = GLP-1 receptor (human) inverse agonism. P43220. HEK293 GLP-1R CRE-luciferase, luminescence, 24 h; GLP-1R form is constitutively active. Potency, µM (top dose mostly 38.3 µM), for inactives: at the highest dose activity change, negative = inhibition, hits mostly inhibitors. 410,000 compounds, 1.6% hits. AID 624417; also: potency is read from the fitted curve at half-maximal effect; % is scaled to controls: 0 for no effect and ±100 for the full control effect; nearly all actives have a fitted effect of over 55% in size
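Constitutively active GLP-1R drives a cAMP-responsive luciferase in stably transfected HEK293 cells; test compounds are added after overnight (12 h) attachment and left 24 hr, and signal loss in luminescence marks inhibition.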
FUS yeast rescue = rescues growth of FUS-expressing yeast | S. cerevisiae FUS-expressing, growth rescue, OD600, 24 h | 390,000 compounds, 0.24% hits | Potency, µM (titrated, usually from 76.6 µM), for the others: at the highest dose growth rescue (activation), usual class: activators | AID 1347120;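 also: potency is read from the fitted curve at half-maximal effect; plate controls were DMSO vehicle for no effect and reference control for full effect; nearly all actives have a fitted effect of over 55% in size; some results filed as inactive show a strong effect at the top dose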
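Galactose (2%) drives FUS expression in yeast precultured in raffinose; seeding density OD 0.005. Test compounds incubated 24hr at 30C and 99% humidity before absorbance at 600 nm was measured.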
TDP43 rescue = TDP-43 toxicity inhibition in yeast | TDP-43 expressing yeast growth rescue, BacTiter-Glo, 24 h | Potency, µM (doses to about 46.1 µM), for inactives: top-dose growth rescue (activation), hits mostly activators | 410,000 compounds, 1.8% hits; also: potency is read from the fitted curve at half-maximal effect; % of control where 0% means no effect; nearly all actives have a fitted effect of over 50% in size
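In this qHTS, compounds that restore growth of yeast expressing TDP-43 appear as activators. Cells (OD600=0.02, galactose medium, raffinose-pregrown) are incubated with compound 24 hr at 30 deg C and growth is quantified by BacTiter-Glo.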
PTHR1 ag = agonists of human PTHR1 parathyroid hormone receptor | Q03431 | HEK293 GP2 PTHR1 cells, GloSensor cAMP luminescence, 1 h | Potency, µM (doses to about 115 µM), without a hit: top-dose activation, most hits filed as activators | 410,000 compounds, 0.075% hits; also: potency is read from the fitted curve at half-maximal effect; nearly all actives have a fitted effect of over 55% in size; some results filed as inactive show a strong effect at the top dose; inactives centre near -15; many of its hits are not listed in these tables
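HEK-293-derived GP2 cells expressing PTHR1 and a GloSensor cAMP reporter, 3,000/well, plated overnight, given luciferin plus IBMX (each 0.5 mM as added) for 1 h at 37 °C, then compound for 1 h at 37 °C. Luminescence was read after 15 min at room temperature.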
Abeta rescue = restores growth of yeast expressing A-beta42 peptide; yeast expressing A-beta42, growth rescue, OD600, 48 h; response scale: 0% DMSO, 100% iron-clioquinol control; Potency, µM (series often up to 46.1 µM), without a hit: top-dose growth rescue, most hits filed as activators; 410,000 compounds, 0.063% hits; also: potency is read from the fitted curve at half-maximal effect; nearly all actives have a fitted effect of over 55% in size
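Yeast growth medium received pinned compounds, then yeast cells expressing toxic A-beta were added; plates incubated at 30 C for 48 hr. Growth read as absorbance at 600 nm, normalized to DMSO and equimolar FeCl3 plus clioquinol controls.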
aSyn yeast inh = rescues yeast growth from alpha-synuclein toxicity; Yeast expressing alpha-synuclein, growth rescue, BacTiter-Glo, 24 h; Potency, µM (highest dose often 46.1 µM), inactives show at the highest dose growth rescue (activation), usual class: activators; 370,000 compounds, 0.14% hits; AID 652106; also: potency is read from the fitted curve at half-maximal effect; % of control where 0% means no effect; nearly all actives have a fitted effect of over 65% in size
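Galactose-induced alpha-syn yeast (OD600=0.02, raffinose-pregrown) + pinned cpd, 24 hr, 30 deg C; growth by BacTiter-Glo luminescence. Growth restoration scores as activation.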
GLP-1R agonist = agonists of human GLP-1 receptor; AID 624172; HEK293 GLP-1R CRE-luciferase, luminescence, 4-6 h; cells express a hypersensitive GLP-1R form; Potency, µM (series often up to 45.6 µM), without a hit: top-dose activation, most hits filed as activators; 380,000 compounds, 0.007% hits; P43220; also: potency is read from the fitted curve at half-maximal effect; % of control where 0% means no effect
* hit, by the source's call; i = inactive; ? = inconclusive; . = no result given; & = joins results of further samples; [ ] = dose if it differs, or a comment. Unless noted, calls follow the shape of the dose curve; as a rule, active = well fitted curve in the direction sought with a large enough effect; inconclusive = small, poorly fitted or top-dose-only effect, or another doubt; inactive = no such curve, though single readings can be large; an effect the other way counts as inactive or inconclusive. A portion of the library; count on the stated rates, not on these rows.

SMILES	DRD3 antagonist	Akt phos inh	GLP-1R inv ag	FUS yeast rescue	TDP43 rescue	PTHR1 ag	Abeta rescue	aSyn yeast inh	GLP-1R agonist
COc1cc(C(O)c2nc(-c3ccccc3OC)cs2)ccc1F (stereo not given)	18	i	-6%	18%	18µM*	-8%	29%	?	12%
COc1ccc(CNC(=O)Cn2c(=O)c3cccn3c3ccccc32)cc1	.	.	5%	2%	7%	-10%	-9%	.	.
COc1ccc(-c2cn3c(C)c(C(=O)N4CCCc5ccccc54)sc3n2)cc1	-9	i	8.9µM*	?	25µM*	-50%[inhibitor]	-2%	20µM*	4%
O=C(O)CSc1nc2c(c(C(F)(F)F)n1)CCCC2	11&3	i	0%&-1%	-27%&2%	-5%&3%	3%&-8%	11%&-7%	?	-5%&0%
O=C(COc1cccc(F)c1)N[C@@H](Cc1ccccc1)c1nc2ccccc2[nH]1	-6	i	?	-10%	-7%	-54%[inhibitor]	-7%	-3%	-3%
COc1cc2c(c(OC)c1OC)-c1ccc(OC)c(=O)cc1C(N)CC2 (stereo not given)	12	i	-52%	.	14%	-2%	9%	5%	-2%
CCN(CC)CCNC(=O)NC(=O)c1ccc(Cl)cc1	-1	i	-15%	28%	-14%	?	-3%	5%	0%
CCOc1ccccc1NC(=O)CCc1nnc2ccc(NCc3ccco3)nn12	3	i	25%	21%	17%	-4%	-8%	5%	2%
Cc1cccc2nc(CSc3nc4ccc([N+](=O)[O-])cc4[nH]3)c(Br)n12	?	i	27%	37%	-24%	-88%[inhibitor]	9%	-1%	-4%
O=C(CSc1nc(-c2cccs2)nc2ccccc12)NC1CCS(=O)(=O)C1 (stereo not given)	10	i	13%	-3%	-6%	-8%	-7%	-1%[1.84 µM]	-5%
Cc1cc(C)c2c(N=NN(C)C)[nH]nc2n1	1	i	20%	10%	-78%[inhibitor]	-2%[57.5 µM]	-77%[inhibitor]	7%	-1%
COc1ccc(NS(=O)(=O)c2ccc3c(c2)N(C(C)=O)CCS3)cc1	6	i	-2%	-4%	6%	-20%	.	3%	11%
O=C(Cn1cc2c(n1)CCCCC2)Nc1c(F)cc(F)cc1Br	-12	i	?	16%	-25%	-14%	-5%	2%	9%
Cc1cc(C)c(S(=O)(=O)N2CCCCC2CCNC(=O)C(=O)NC2CC2)c(C)c1 (stereo not given)	9	i	?	26%	0%	-10%	14%	7%	-1%
CCc1nc2ccc(C(=O)NCCNC(C)=O)cn2c1N(C)CCCc1ccccc1	-9	i	16%	-9%	19%	-19%	-12%	5%	0%
CC1CCCCN1C(=O)C1CCN(c2nc(-c3ccccc3)nc3c2CCC3)CC1 (stereo not given)	19	i	8.9µM*	-15%	-1%	?	5%	10%	-3%
COc1ccc(-n2c(SCCNCCO)nc3sc4c(c3c2=O)CCCC4)cc1	?	i	?	40%	0%	?	-14%	-6%	17%
C#CCOCCOCCOCCNc1nc(N2CCN(C(=O)CCCCCCCCCCNC(=O)[C@H](CCC(=O)O)n3cc(CCCCCN)nn3)CC2)nc(N2CCN(C(=O)CCCCCCCCCCNC(=O)[C@@H]([C@H](C)O)n3cc(C)nn3)CC2)n1	-19	i	29%	13µM*	-16%	?	-9%	-10%	-1%
CCCCCCCCN1C(=O)[C@H](CC(=O)N2CCN(C(=O)c3ccco3)CC2)C[C@@]2(C(=O)OCC)CCCC=C12	8	i	?	?	-79%[inhibitor]	-17%	11%	?	0%
Cc1ccc(NC(=O)Cn2nnc(C(=O)NCc3ccccc3)c2N)cc1C	15	i	-6%	18%	1%	-10%[57.5 µM]	2%	-1%	-15%
CCCCCc1nnc(NS(C)(=O)=O)s1	-16	i	3%	.	16%	i	0%	7%	0%
Clc1ccc(-n2cccc2)cn1	-11	i	0%	-7%	7%	i	2%	-3%	1%
Clc1ccc(Nc2nc(-c3ccccc3)c3ccccc3n2)c(Cl)c1	.	.	1%	-1%	22%	-17%	4%	.	.
CCc1c(C)sc(NC(=O)c2cc(C)no2)c1C#N	-18	i	-1%	-15%	4%	-42%[inhibitor]	-10%	-5%	0%

Sorted by SMILES length (low to high): some entries from above
SMILES	DRD3 antagonist	Akt phos inh	GLP-1R inv ag	FUS yeast rescue	TDP43 rescue	PTHR1 ag	Abeta rescue	aSyn yeast inh	GLP-1R agonist
CCc1c(C)sc(NC(=O)c2cc(C)no2)c1C#N	-18	i	-1%	-15%	4%	-42%[inhibitor]	-10%	-5%	0%
O=C(Cn1cc2c(n1)CCCCC2)Nc1c(F)cc(F)cc1Br	-12	i	?	16%	-25%	-14%	-5%	2%	9%
Cc1ccc(NC(=O)Cn2nnc(C(=O)NCc3ccccc3)c2N)cc1C	15	i	-6%	18%	1%	-10%[57.5 µM]	2%	-1%	-15%

(cont.)
SMILES	DRD3 antagonist	Akt phos inh	GLP-1R inv ag	FUS yeast rescue	TDP43 rescue	PTHR1 ag	Abeta rescue	aSyn yeast inh	GLP-1R agonist
COc1ccc(OC)c(NS(=O)(=O)c2ccc(NC(=O)C3COc4ccccc4O3)cc2)c1 (stereo not given)	13	i	?	11%	0%	-21%	?	2%	2%
O=C(Nc1ccc(Cl)c(S(=O)(=O)Nc2ccccc2Cl)c1)c1cccs1	18	i	?	32%	-65%[inhibitor]	-38%[inhibitor]	-20%	-4%	2%
CCOc1ccc(CCNC(=O)c2cc3c(=O)[nH]c4ccc(C)cc4c3s2)cc1OCC	.	.	-6%	22%	19%	-5%	9%	.	7%
CCOc1ccc(N(CC)C(=O)CSc2n[nH]c(-c3ccccc3)n2)cc1	.	.	-21%	-17%	?	i	3%	.	.
CC(=O)Oc1ccc(Nc2ccccc2)cc1	-15	i	24%	-1%	15%	12%	10%	-6%	-1%
COCCn1c(=O)[nH]c2cc(C(=O)NCCCN3CCN(c4ccc(F)cc4)CC3)ccc2c1=O	?	i	-5%	21%	7%	i	0%	5%	-9%
Cc1ccc(N2C(=O)N(CC(=O)C(C)(C)C)c3ccccc3S2(=O)=O)cc1C	.	.	?	47%	11%	-7%	19%	.	1%
O=C(CN1C(=O)C2CC=CCC2C1=O)Nc1nnc(SCc2ccc(Cl)cc2)s1 (stereo not given)	5	i	1%	32%	0%	i	-10%	6%	-8%
COc1ccccc1NC(=O)Nc1nc(CC(=O)N2CCN(c3ccccc3OC)CC2)cs1	0	i	?	47%	13%	-34%[inhibitor]	7%	7%	-17%
COc1ccc(C(=O)COc2ccc(NC(C)=O)cc2)cc1	-22	i	12%	0%	-4%	i	8%	1%	-3%
CCS(=O)(=O)NCCc1csc(-c2cccnc2)n1	-14	i	3%	20%	?	i	5%	0%	-6%
COC(=O)c1c(C)[nH]c(C(=O)OCC(=O)c2c(N)n(CC(C)C)c(=O)n(C)c2=O)c1C	-18	i	?	?	-12%	-16%	17%	2%	8%
COc1cc(OC)cc(C(=O)NNC(=O)c2ccc(-n3cncn3)c([N+](=O)[O-])c2)c1	7	i	-9%	4%	-11%	i	0%	-6%	1%
COc1ccc(-c2nc(CS(=O)(=O)CC(=O)NCc3ccc(F)cc3)c(C)o2)cc1	-11	i	-23%	-4%	-14%	-12%	-6%	-7%	2%
Cc1nnc(SCc2ccc(C(=O)c3ccc(Cl)cc3)o2)n1-c1ccccc1	14	i	-7%	23%	8%	-14%[57.5 µM]	13%	-18%	12%
CN(CC(=O)Nc1ccc(F)c(F)c1F)C(=O)CCc1nc2sc3c(c2c(=O)[nH]1)CCCC3	-14	i	-24%	15%	-3%	i	-6%	5%	11%
COc1cc(Cl)c(NC(=O)c2cc(CN3CCCC3)on2)c(OC)c1	.	.	9%	-10%	18%	-18%	5%	.	3%
CCOc1ccc(-c2cc(C(=O)N3CCN(c4ccc(C)cc4)C(C)C3)c3ccccc3n2)cc1 (stereo not given)	.	.	-21%	22%	26%	i	-1%	.	.
CC(C)C(NS(=O)(=O)c1cccc2nsnc12)C(=O)NCCC1=CCCCC1 (stereo not given)	-29	i	?	2%	20%	-42%[inhibitor]	1%	2%	1%
COc1ccc2c(=O)c3c(=O)n(Cc4ccco4)c(-c4cc(OC)c(OC)c(OC)c4)nc3oc2c1	-3	i	11%	21%	-24%	i	-1%	8%	-6%
COc1cccc(NC(=O)CN(C)CC(=O)NC(C)c2ccccc2)c1 (stereo not given)	23	i	-1%	-42%	0%	-38%[inhibitor]	-9%	0%	4%
CCOC(=O)c1ccc(NC2=CC(=O)CC(c3ccco3)C2)cc1 (stereo not given)	-22	i	6%[7.66 µM]	6%	-3%	-13%	16%	-5%	5%
Cc1ccc(NC(=O)C(C)SCc2nc3sc4c(c3c(=O)[nH]2)CCCC4)nc1 (stereo not given)	10	i	9%	40%	14%	-13%	-3%	2%	-2%
O=C(COc1nc2ccccc2nc1N1CCOCC1)NCC(F)(F)F	2	i	1%	-15%	2%	-20%	10%	-3%	-1%
COc1cc(-c2cc(=O)c3ccccc3o2)ccc1O	7	i	135%[activator]	-26%	?	-3%	-20%	9%	26%
CC(C)n1c(=O)[nH][nH]c1=S	14	i	5%	-6%	-14%	i	2%	3%	2%
O=c1oc2cc(OCc3ccc(C(F)(F)F)cc3)ccc2cc1-c1ccccn1	-7	i	2%	7%	0%	i	10%	4%	-5%
COc1ccc(CNC(=O)C2=C(C)C(=O)OC23CCC(C)CC3)cc1 (stereo not given)	3	i	-18%	6%	16µM*	-3%	-16%	8%	7%
Cc1ccccc1NC(=S)N/N=C1\CC(C)(C)Oc2ccc(O)cc21	-22	i	?	?	-13%	-17%	16%	-10%	8%
CC(CCc1ccco1)NC(=O)Cn1ncc2c(=O)oc3ccccc3c21 (stereo not given)	-3	i	4%	-19%	14%	i	0%	0%	8%

Assay outcomes from PubChem.
